PME-1 inh: PME-1 (human) inhibition | recombinant PME-1, FP-Rh probe fluorescence polarization | inhibition, % at 5.9 µM | AID 2130 | Q9Y570 | actives 0.53% (n = 320,000);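 active means inhibition above the campaign mean of all compounds plus 3 SD, cut at about 26% in these data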;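 further: competitive labeling of PME-1 active site by serine hydrolase directed probe; 0% = PME-1 with DMSO and 100% = wells lacking PME-1 enzyme; inhibitors block probe labeling so polarization falls and inhibition rises; many of its hits are not listed in these tables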
LYPLA1 counter: LYPLA1 (human) inhibition in PME1 counter-screen; recombinant LYPLA1, FP-Rh probe fluorescence polarization; AID 2174; actives 0.16% (n = 320,000); inhibition, % at 5.9 µM; O75608;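 active means inhibition above the mean of all tested compounds plus 3 SD, set per campaign, cut at about 14% in these data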;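 further: inhibitors block serine hydrolase probe labeling of LYPLA1 so polarization falls; 0% = enzyme with DMSO and 100% = wells lacking LYPLA1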
PAFAH1B3 FP inh: inhibitors of human PAFAH1B3 | Q15102 | recombinant PAFAH1B3, FP-rhodamine probe, fluorescence polarization | inhibition, % at 3.39 µM | actives 0.28% (n = 340,000) | AID 492972;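 active means inhibition above the screen-wide average of all tested compounds plus 3 SD, cut at about 25% in these data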;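 further: 0% = enzyme with DMSO only and 100% = wells lacking PAFAH1B3 protein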
Target sequence (Q15102 whole entry, looked up): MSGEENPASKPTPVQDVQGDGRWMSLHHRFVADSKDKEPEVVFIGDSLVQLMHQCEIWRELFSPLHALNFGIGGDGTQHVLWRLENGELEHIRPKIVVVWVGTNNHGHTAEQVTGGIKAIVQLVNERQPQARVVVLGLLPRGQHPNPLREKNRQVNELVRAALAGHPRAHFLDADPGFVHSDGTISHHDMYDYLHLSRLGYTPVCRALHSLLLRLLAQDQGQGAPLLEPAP
GSTO1 inh: counter-screen for RBBP9 inhibitors: inhibitors of human GSTO1. recombinant GSTO1, activity-based probe fluorescence polarization. inhibition, % at 5.96 µM. actives 1.1% (n = 300,000);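 active means inhibition above the campaign mean inhibition plus 3 SD, cut at about 35% in these data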;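 further: 0% = GSTO1-1 with DMSO and 100% = wells lacking GSTO1-1 enzyme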
PAFAH2 inh: inhibitors of human PAFAH2 | Q99487 | recombinant PAFAH2, FP-rhodamine activity probe, fluorescence polarization | actives 0.99% (n = 340,000) | inhibition, % at 3.39 µM | AID 492956;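 active means inhibition above the mean over all tested compounds plus 3 SD, cut at about 30% in these data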;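 further: inhibitors block probe labeling of enzyme so polarization drops; 0% = enzyme with DMSO and 100% = wells lacking PAFAH2 protein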
PAFAH1B2 inh: PAFAH1B2 (human) inhibition. AID 492953. actives 1.2% (n = 340,000). recombinant PAFAH1B2, FP-rhodamine activity probe, fluorescence polarization. inhibition, % at 3.39 µM;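 active means inhibition above the mean of all tested compounds plus 3 SD, cut at about 24% in these data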;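 further: 0% = enzyme with DMSO and 100% = wells lacking PAFAH1B2; many of its hits are not listed in these tables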
Target sequence (P68402 whole entry, looked up): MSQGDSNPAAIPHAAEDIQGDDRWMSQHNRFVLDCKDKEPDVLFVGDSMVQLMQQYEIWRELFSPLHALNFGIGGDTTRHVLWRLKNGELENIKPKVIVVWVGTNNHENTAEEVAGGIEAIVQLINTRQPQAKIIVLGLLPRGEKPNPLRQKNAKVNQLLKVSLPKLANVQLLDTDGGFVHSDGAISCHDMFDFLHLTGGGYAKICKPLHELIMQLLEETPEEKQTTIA
PAD4 FP inh: inhibitors of human PAD4. actives 0.41% (n = 330,000). AID 485272. inhibition, % at 6.36 µM. recombinant PAD4, RCA probe fluorescence polarization. Q9UM07;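 active means percent inhibition above a cutoff equal to the mean of all tested compounds plus 3 SD, cut at about 15% in these data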;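 further: 0% = PAD4 with RCA probe and DMSO and 100% = probe without PAD4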
Target sequence (Q9UM07 whole entry, looked up): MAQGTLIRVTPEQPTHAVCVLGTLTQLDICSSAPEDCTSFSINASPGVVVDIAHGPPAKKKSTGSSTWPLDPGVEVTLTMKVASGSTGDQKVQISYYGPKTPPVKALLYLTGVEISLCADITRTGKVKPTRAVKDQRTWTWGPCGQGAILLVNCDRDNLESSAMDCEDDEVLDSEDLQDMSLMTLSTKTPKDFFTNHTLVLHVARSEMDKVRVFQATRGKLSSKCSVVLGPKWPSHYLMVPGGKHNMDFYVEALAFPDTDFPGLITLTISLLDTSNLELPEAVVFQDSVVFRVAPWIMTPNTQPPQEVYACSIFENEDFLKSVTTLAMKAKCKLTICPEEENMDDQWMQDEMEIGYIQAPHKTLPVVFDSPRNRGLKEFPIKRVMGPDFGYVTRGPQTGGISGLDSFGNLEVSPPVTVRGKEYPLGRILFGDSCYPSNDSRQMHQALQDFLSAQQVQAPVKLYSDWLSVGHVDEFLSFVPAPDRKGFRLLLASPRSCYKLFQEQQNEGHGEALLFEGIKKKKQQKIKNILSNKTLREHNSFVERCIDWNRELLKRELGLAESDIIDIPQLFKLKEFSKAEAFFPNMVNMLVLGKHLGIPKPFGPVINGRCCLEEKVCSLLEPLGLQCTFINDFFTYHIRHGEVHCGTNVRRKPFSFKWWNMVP
Fam108B inh: Fam108B inhibition, counter-screen for RBBP9 inhibitors; recombinant Fam108B, FP-Rh probe fluorescence polarization; inhibition, % at 9.51 µM; actives 0.33% (n = 300,000); AID 1947;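 active means inhibition above the screen mean inhibition plus 3 SD, computed separately per campaign, cut at about 18% in these data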;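 further: inhibitors lower polarization as less probe binds the enzyme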
pPAFAH inh: pPAFAH (human) enzyme inhibition; recombinant pPAFAH, FP-rhodamine probe fluorescence polarization; inhibition, % at 3.39 µM; actives 1.5% (n = 330,000); AID 463082;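 active means inhibition above the mean inhibition across the screen plus 3 SD, cut at about 25% in these data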;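 further: inhibitors block binding of the rhodamine activity-based probe so polarization drops; 0% = enzyme with DMSO and 100% = wells lacking pPAFAH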
Numbers without * were called inactive; nt = no result given.

SMILES	PME-1 inh	LYPLA1 counter	PAFAH1B3 FP inh	GSTO1 inh	PAFAH2 inh	PAFAH1B2 inh	PAD4 FP inh	Fam108B inh	pPAFAH inh
O=C(NCc1ccc2c(c1)OCO2)c1cc(-c2ccccc2)c(N2CCOCC2)s1	6	2	-2	7	-2	4	-4	1	11
COc1ccc(-c2nsc(SCC(=O)NCc3ccc4c(c3)OCO4)n2)cc1	-3	-1	7	-3	-5	2	-6	4	-2
COc1cccc(-c2nn(C)c3sc(C(=O)N4CCN(c5ccccc5)CC4)cc23)c1	-13	-5	-18	1	2	-7	-1	-6	8
S=c1[nH]nc(NCCCN2CCOCC2)s1	4	3	2	6	-5	2	4	-3	6
COc1ccc(CN2CC(=O)N3[C@H]4c5ccc(OC)cc5OC[C@@H]4[C@H](c4ccccc4)[C@]3(C)C2=O)cc1	-2	-1	-4	nt	-3	-3	0	nt	-2
COC(=O)c1ccc(C(=O)N2CCCC(CNC(=O)c3ccccc3Cl)C2)cc1 (centres undefined)	-1	-1	13	-2	-10	1	1	-7	-1
COc1ccc(CCNc2cc(N3CCN(C(=O)c4ccc(C)cc4)CC3)ccc2[N+](=O)[O-])cc1OC	-2	-1	nt	2	nt	nt	-3	-5	3
CC(CC(=O)NCc1ccc(Cl)cc1)S(=O)(=O)c1ccc2c(c1)NC(=O)CO2 (centres undefined)	4	2	5	-1	8	2	-4	1	9
C(#CCN1CCCC1)CC(c1ccccc1)c1ccccc1	3	-1	-2	4	4	6	7	0	3
O=C(CCCC(=O)OCC(Cl)=C(Cl)Cl)Nc1cccc2ccccc12	7	-2	2	-1	-15	-2	2	3	2
COc1cccc(/C=N/NC(=O)c2ccc(=O)[nH]n2)c1O	-1	0	8	-7	2	4	6	1	-1
COc1cccc2sc(NNC(=O)C3COc4ccccc4O3)nc12 (centres undefined)	6	2	3	-3	0	5	2	-1	4
C/C(N)=C(/C#N)C(=O)CSc1nncn1-c1ccccc1	-3	-1	4	8	7	-1	-2	-1	-1
OCc1c(OCc2cccc(F)c2)ccc2ccccc12	5	3	-1	-2	3	2	-5	1	0
CCCCCCC#Cc1ccc2c(c1)COc1c3ccccc3nn1-2	-2	-5	-4	5	2	-3	-7	1	4
Cc1cc2cc(CN(Cc3ccco3)C(=O)C3CCCCC3)c(=O)[nH]c2cc1C	5	-1	7	-2	1	4	4	4	0
Cc1ccc(Cn2c(C(=O)NCCCN3CCOCC3)cc3sccc32)cc1	-4	-1	5	0	-6	1	0	-2	4
CCOc1ccc(CCNC(=O)C2CCN(S(=O)(=O)CC)CC2)cc1OCC	-4	1	-1	0	-3	2	1	0	2
Cc1ccc(N(CC(N)=O)C2SC(=O)N(Cc3ccccc3)C2=O)cc1 (centres undefined)	-3	-3	12	9	6	26*	-1	1	1
O=C1CCCCCN1Cc1nnc(SCc2nc3ccccc3s2)n1-c1ccccn1	-2	0	-6	6	-6	1	-4	2	-1
O=C(Nc1cc(Oc2ccccc2)cc([N+](=O)[O-])c1)C12CC3CC(C1)CC(n1cnc(Cl)n1)(C3)C2	-19	-29	-17	-17	-46	-13	-4	-15	-9
O=C1[C@H]2[C@H](C=CC[C@H]2C(=O)N2CCOCC2)CCN1Cc1ccccc1	-4	4	9	3	3	-1	-6	1	0
CCN(CCCNC(=O)CCCN1C(=O)COc2ccc(C)cc21)c1cccc(C)c1	-2	0	2	0	-6	5	1	5	6
NS(=O)(=O)c1ccc(N=Cc2ccc(Br)s2)cc1	-6	-1	5	-3	-4	5	-2	0	6
CC1CCN(C(=O)CCCC(=O)O)CC1	3	0	9	0	3	0	-5	-3	7
CCOc1ccc(-n2nnnc2SCC(=O)NNC(=O)c2ccco2)cc1	3	0	5	1	7	1	-4	0	-4
O=C(Cn1nnc(-c2ccccc2Cl)n1)N/N=C/c1ccc2c(c1)OCO2	-10	-7	4	-1	0	2	-7	-12	0
Cc1cccc(NC2=CC(=O)OC(C)C2)c1 (centres undefined)	-4	5	-4	7	-4	5	-7	4	-2
CC(=O)Nc1ccc(C(=O)NCC2CCCCC2)cc1	-3	4	6	-3	2	7	-5	-1	1
CCN(Cc1ccccc1)S(=O)(=O)c1ccc(C(=O)N(CCCN(C)C)c2nc3cc4c(cc3s2)OCCO4)cc1	8	-2	9	3	-1	2	1	2	2
O=C1OC(/C(=C\Nc2cc(Cl)ccc2O)[N+](=O)[O-])c2ccccc21 (centres undefined)	2	0	9	16	49*	2	-15	2	18
Cc1c(Cl)cccc1NC(=S)Nc1ccccn1	-2	1	0	1	-5	1	-2	4	2
O=C(CN1C(=O)COc2ccccc2C1=O)c1ccc2c(c1)OCCO2	-2	-4	-2	2	-2	6	-2	-3	5
Cc1onc(-c2ccc(Cl)cc2Cl)c1-c1csc(N/N=C/c2ccccc2)n1	-5	-5	2	2	6	1	6	-3	-1
Cc1ccsc1C(=O)OCc1cc(=O)n2ccsc2n1	4	0	3	nt	12	0	-1	nt	4
Cc1nc(C(=O)Nc2cc(F)cc(Cl)c2)sc1C1(C)CC(c2ccccc2)=NO1 (centres undefined)	-2	-5	0	-5	-3	2	-9	-5	4
O=c1cnnc(NCc2ccccc2)[nH]1	-5	-3	-12	0	1	-1	1	22*	4
Cc1ccc(C2C(C#N)=C(N)Oc3cc(N)ccc32)cc1 (centres undefined)	-13	-5	-2	-5	-1	5	-12	-8	27*
CCOC(=O)c1[nH]c(C)c(C(=O)N2CCN(C(=O)OCC)CC2)c1CC	3	1	3	2	0	0	-8	3	-1
COC(=O)C1CCN(C(=O)c2ccccc2Oc2ccccc2)CC1	-2	-2	6	-2	13	7	-2	-1	0
c1ccc2sc(NC3=NCN(C4CCCCC4)CN3)nc2c1	6	0	-5	9	6	14	-2	-3	-3
CCOc1ccccc1NC(=O)Nc1c(C)n(-c2ccccc2)c(=O)n1C	0	0	-4	-5	-7	3	1	-4	-4
COc1ccc(OCCCC(=O)Nc2ccc(OC)c(S(=O)(=O)N3CCOCC3)c2)cc1	3	-1	-5	nt	-11	-3	-1	nt	12
CCc1ccc(NC2CC(=O)N(c3ccc(OC)cc3OC)C2=O)cc1 (centres undefined)	4	1	10	2	1	-6	-5	2	4
Cc1cccc(NC(=O)CSc2nnc(CNC(=O)c3ccc(S(=O)(=O)N(C)C)cc3)n2-c2ccc(F)cc2)c1	-6	-4	2	3	3	-1	-7	3	2
Cc1onc(C(=O)N2CCOCC2)c1[N+](=O)[O-]	4	-1	0	-1	-2	4	22*	1	0
CCC(C)Nc1c([N+](=O)[O-])cc(C)cc1[N+](=O)[O-] (centres undefined)	2	-5	2	4	2	3	0	0	2
Cc1ccccc1-c1cc2nc(-c3ccc([N+](=O)[O-])cc3)cc(=O)n2[nH]1	-1	-1	10	0	10	4	-4	0	2
COCCOC(=O)CC1=NC(=O)CS1	-3	-1	6	-1	1	2	-1	0	3
Cc1ccsc1C(=O)OCC(=O)NCc1ccccc1	nt	nt	8	nt	34*	0	-6	nt	8
COc1ccc(NC(=S)Nc2ccccc2C(F)(F)F)cc1	-3	0	9	-2	7	4	-3	0	-3
O=C(CN(Cc1ccc(Cl)c(Cl)c1)S(=O)(=O)c1ccccc1)N/N=C\c1ccc2c(c1)OCO2	-9	-7	-15	-3	-15	-16	0	-26	0
CN(C)c1ccc(/C=N/NC(=O)c2cnc3ccccc3c2)cc1	12	8	-1	-2	4	6	-4	3	4
CC(NC(=O)c1ccc(CS(=O)(=O)c2cccc(C(F)(F)F)c2)o1)c1ccc2c(c1)OCCO2 (centres undefined)	-5	-5	8	-4	3	5	8	6	-6
Cc1cc(C)c(C)c(N=Nc2nc3ccccc3n2C)c1C	22	4	9	10	7	-6	-2	13	12
O=C(Nc1cccc2cccnc12)c1ccc(Br)o1	-9	0	-2	-5	-2	5	7	0	7
O=C(c1cccc(F)c1)N1CCN(Cc2c[nH]c3ccccc23)CC1	1	0	-6	11	-1	-3	-15	-4	-4
CNC(=O)Nc1ccc(Cl)cc1	-5	-3	6	-4	2	-2	-4	-1	2
Fc1ccccc1-c1n[nH]c(=S)n1/N=C/c1c[nH]c2ccccc12	9	-2	-1	-7	12	4	0	-1	2
CCC(=O)Nc1nnc(SCc2cccc(F)c2)s1	7	-1	10	3	-2	8	-2	-2	5

3 compounds already listed, ordered by SMILES length, lowest first.
SMILES	PME-1 inh	LYPLA1 counter	PAFAH1B3 FP inh	GSTO1 inh	PAFAH2 inh	PAFAH1B2 inh	PAD4 FP inh	Fam108B inh	pPAFAH inh
CCC(=O)Nc1nnc(SCc2cccc(F)c2)s1	7	-1	10	3	-2	8	-2	-2	5
O=C(Nc1cccc2cccnc12)c1ccc(Br)o1	-9	0	-2	-5	-2	5	7	0	7
O=C(CN(Cc1ccc(Cl)c(Cl)c1)S(=O)(=O)c1ccccc1)N/N=C\c1ccc2c(c1)OCO2	-9	-7	-15	-3	-15	-16	0	-26	0

(next part)
SMILES	PME-1 inh	LYPLA1 counter	PAFAH1B3 FP inh	GSTO1 inh	PAFAH2 inh	PAFAH1B2 inh	PAD4 FP inh	Fam108B inh	pPAFAH inh
COc1ccc(CN(C)S(=O)(=O)c2ccc3c(c2)OCCO3)cc1	4	-2	-5	-7	-8	2	1	-5	0
CCn1c(=NC(=O)C2COc3ccccc3O2)sc2c(C)ccc(OC)c21 (centres undefined)	2	-2	0	1	-4	2	-6	-7	6
COc1ccc(C(=O)O)cc1NC(=S)NC(=O)/C=C/c1ccc(C(C)C)cc1	-20	-7	12	-21	-1	0	3	-3	-1
CCOc1ccccc1NC(=S)Nc1ccc2cn[nH]c2c1	5	-1	1	9	2	-1	-1	-2	1
CCC(=O)N1N=C(c2ccc(C)o2)CC1c1ccc(N(C)C)cc1 (centres undefined)	0	4	8	5	-3	2	-1	4	4
CCc1nc(NCc2ccccc2)c(C#N)c2c1CCCC2	-3	-3	-5	3	0	3	2	-5	-4
c1ccc(-c2ccc(C3=Nn4c(nnc4-c4cccs4)SC3)cc2)cc1	-17	-8	nt	-32	nt	nt	-6	-16	-3
Cc1ccc(C(=O)NNc2cc(N3CCCC3)nc(N3CCCC3)n2)cc1	-2	0	nt	49*	nt	nt	8	2	32*
CC(C)CCOc1ccc(C(=O)NCC(c2cccs2)N2CCOCC2)cc1 (centres undefined)	-3	1	0	-6	2	4	-6	1	4
N#Cc1c(-n2cccc2)cccc1-n1cccc1	1	-3	0	2	2	4	3	5	1
CCOC(=O)Cc1c(C)nc2c(-c3ccccc3)cnn2c1C	5	-3	8	2	2	-5	2	2	-1
N=C1C(c2ccccc2)=C(O)CN1c1cccc(S(=O)(=O)N2CCCCC2)c1	2	2	9	4	0	5	2	-2	-2
CCC(CC)C(=O)N1N=C(c2ccc(NS(C)(=O)=O)cc2)CC1c1ccc(C)cc1 (centres undefined)	2	0	2	3	-2	-2	2	2	8
Cc1ccc(NC(=O)CNc2ccccc2N2CCCC2=O)cc1S(=O)(=O)N1CCCCC1	10	-3	-4	nt	1	1	1	nt	6
COc1ccc(CCOC(=O)c2ccc(NC(=O)CC#N)cc2)cc1	10	9	-10	-13	-4	-3	-4	-7	53*
CC(C)N1CCc2c(sc(NC(=O)c3ccc(S(=O)(=O)N4CCc5ccccc54)cc3)c2C(N)=O)C1	8	-7	5	-20	9	9	2	5	15
COc1ccc(N2CCN(CC(=O)Nc3ccc(SC(F)F)cc3)CC2)cc1	7	-1	0	1	-2	0	-1	3	6
O=C(Nc1cnn(C23CC4CC(CC(C4)C2)C3)c1)c1cnn2cccnc12	-5	1	1	-9	4	16	3	-4	4
Oc1c(Br)cc(Br)cc1CNc1ccc(F)cc1	8	-6	11	5	17	5	0	1	23
COc1ccc(-c2cc(-c3nnc(COC(=O)c4ccncc4)o3)c3ccccc3n2)cc1OC	-13	-3	1	-12	-4	2	3	-1	0

Some of the compounds tested; rates above refer to the full screens.
